influenza NS1A: NS1A inhibition, H1N1 influenza, cell based functional assay (AID 504329). NS1A functional cell-based assay, percent inhibition; higher % means a stronger effect. one-dose inhibition, % at 12.5 µM; IC50 in µM for titrated hits. hit rate 0.3% among 340,000; in the data active = a potency from the dose series; inconclusive = inhibition above about 27% without an active follow-up result; also: strong numbers were not always called active
Salmonella PhoP GFP: PhoP regulon inhibitors, Salmonella typhi PhoP promoter GFP reporter, confirmatory (AID 1850); Salmonella Typhi PhoP-promoter GFP reporter, fluorescence, 4 h; higher % means a stronger effect; inhibition, % at 50 µM, or IC50 in µM where a hit was titrated; hit rate 0.33% among 310,000; in the data active = a potency from the dose series; inconclusive = inhibition mostly from about 25% at the one dose, without a potency; inactive = the rest, 99 in 100 with inhibition below about 19%;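 also: 0% = induced wells with vehicle and 100% = uninduced wells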
tuberculosis growth: growth inhibition of non-replicating M. tuberculosis (AID 488890). inhibition, % at 25 µM; hits with a dose series show IC50 in µM. Mycobacterium tuberculosis non-replicating, growth inhibition; higher % means a stronger effect. hit rate 0.39% among 320,000; in the data active = a potency from the dose series; inconclusive = inhibition mostly from about 82% at the one dose, without a potency; inactive = the rest, 99 in 100 with inhibition below about 76%;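 also: plate controls were DMSO cells for no effect and high antibiotic wells for full effect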
H37Rv inhibition: M. tuberculosis growth inhibition, HTS (AID 449762); M. tuberculosis H37Rv growth inhibition, 7H9 media; higher % means a stronger effect; hit rate 0.59% among 330,000; one-dose inhibition, % at 25 µM; IC50 in µM for titrated hits; in the data active = a potency from the dose series; inconclusive = inhibition above about 70% without an active follow-up result;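 also: bacterial growth assessed after seven days of incubation; strong numbers were not always called active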
inhibitors of VEEV: inhibitors of VEEV TC-83 cytopathic effect, confirmation, Vero cells (AID 588727); inhibition, % at 20 µM, or IC50 in µM where a hit was titrated; Vero cells, VEEV TC-83 cytopathic effect inhibition; higher % means a stronger effect; hit rate 0.13% among 350,000; in the data active = a potency from the dose series; inconclusive = inhibition mostly from about 14% at the one dose, without a potency; inactive = the rest, 99 in 100 with inhibition below about 12%; also: strong numbers were not always called active
inhibitors of VEEV 10K pilot screen: further read-out of inhibitors of VEEV, marked with its call; inhibition, %; measured here: 10K pilot screen inhibition
Numbers without * were called inactive; i = inactive; ? = inconclusive; / = not tested or not shown.

Preview (ten entries):
SMILES	influenza NS1A	Salmonella PhoP GFP	tuberculosis growth	H37Rv inhibition	inhibitors of VEEV	others
COc1cc2c(cc1OC)-c1cc(Nc3ccc4c(c3)OCCO4)nc(=O)n1CC2	1.5%	3.1%	26.3%	-5.0%	6.3%
CCC(CC)NC(=O)COC(=O)CCC(=O)c1cccs1	-4.8%	-3.3%	18.2%	-0.8%	0.6%
Cc1cc(/C=C2/NC(=O)N(Cc3ccccc3F)C2=O)c(C)n1C(C)C	8.1%	-2.7%	16.1%	1.4%	0.9%
O=C(NC1CCCC1)C(=O)N(c1ccccc1F)C(C(=O)NCC1CCCO1)c1cccs1 (stereo not drawn)	-6.3%	4.0%	-7.1%	-7.7%	0.0%
CC1CC(C)CN(S(=O)(=O)CCNC(=O)c2ccc3c(c2)OCO3)C1 (stereo not drawn)	-5.1%	1.6%	-12.8%	-3.5%	1.7%
CCCOc1ccc(CN(C(=O)c2cccc(OC)c2)C2CCS(=O)(=O)C2)cc1 (stereo not drawn)	4.5%	-6.8%	2.7%	-4.0%	0.4%
NC(=O)c1ncn([C@@H]2O[C@H](CNCc3cnc(N4CCOCC4)nc3)[C@@H](O)[C@H]2O)n1	-8.9%	/	/	/	0.1%
COc1ccc(NS(=O)(=O)c2ccc(F)cc2F)cn1	7.6%	-3.9%	-6.6%	1.9%	i
C/C(=N\NC(=O)c1cc(C)oc1C)c1ccc(N2CCOCC2)cc1	-1.7%	1.8%	-14.3%	-13.7%	0.9%
CN(CCOc1ccc(Cl)cc1)C(=O)c1cccc(S(=O)(=O)N2CCN(c3ccc(F)cc3)CC2)c1	-4.3%	/	/	/	4.2%

All compounds of this part, from the first entry:
SMILES	influenza NS1A	Salmonella PhoP GFP	tuberculosis growth	H37Rv inhibition	inhibitors of VEEV	others
COc1cc2c(cc1OC)-c1cc(Nc3ccc4c(c3)OCCO4)nc(=O)n1CC2	1.5%	3.1%	26.3%	-5.0%	6.3%
CCC(CC)NC(=O)COC(=O)CCC(=O)c1cccs1	-4.8%	-3.3%	18.2%	-0.8%	0.6%
Cc1cc(/C=C2/NC(=O)N(Cc3ccccc3F)C2=O)c(C)n1C(C)C	8.1%	-2.7%	16.1%	1.4%	0.9%
O=C(NC1CCCC1)C(=O)N(c1ccccc1F)C(C(=O)NCC1CCCO1)c1cccs1 (stereo not drawn)	-6.3%	4.0%	-7.1%	-7.7%	0.0%
CC1CC(C)CN(S(=O)(=O)CCNC(=O)c2ccc3c(c2)OCO3)C1 (stereo not drawn)	-5.1%	1.6%	-12.8%	-3.5%	1.7%
CCCOc1ccc(CN(C(=O)c2cccc(OC)c2)C2CCS(=O)(=O)C2)cc1 (stereo not drawn)	4.5%	-6.8%	2.7%	-4.0%	0.4%
NC(=O)c1ncn([C@@H]2O[C@H](CNCc3cnc(N4CCOCC4)nc3)[C@@H](O)[C@H]2O)n1	-8.9%	/	/	/	0.1%
COc1ccc(NS(=O)(=O)c2ccc(F)cc2F)cn1	7.6%	-3.9%	-6.6%	1.9%	i
C/C(=N\NC(=O)c1cc(C)oc1C)c1ccc(N2CCOCC2)cc1	-1.7%	1.8%	-14.3%	-13.7%	0.9%
CN(CCOc1ccc(Cl)cc1)C(=O)c1cccc(S(=O)(=O)N2CCN(c3ccc(F)cc3)CC2)c1	-4.3%	/	/	/	4.2%
COc1ccc(C)cc1S(=O)(=O)N1CCCC(C(=O)NCc2ccccn2)C1 (stereo not drawn)	-4.2%	-4.2%	-18.1%	-5.3%	0.3%
COc1ccc(Cl)cc1S(=O)(=O)N1CCN=C1C	-10.7%	9.5%	2.9%	-4.7%	0.8%
O=C(COC(=O)C1CCCCC1)NCCc1ccccc1	-1.7%	/	/	/	0.0%
CC(=O)c1cccc(NC(=O)CCNS(=O)(=O)c2cccc3nsnc23)c1	4.4%	5.5%	8.9%	-4.0%	4.8%
Cc1ccc2oc(=O)n(CCOc3ccccc3)c2c1	5.8%	-10.8%	56.1%	2.6%	i
CCN1CCN(S(=O)(=O)c2cnc(Cl)c(Br)c2)CC1	-2.8%	1.3%	19.3%	-4.5%	1.8%
CCCC(O)(CCC)C(=O)NNc1ccc(C)cc1	-1.9%	-7.6%	5.94µM*	93.0%	0.3%
CC1(c2ccc3noc(-c4ccc(F)cc4)c3c2)OCCO1	-20.0%	-5.9%	-7.7%	-2.4%	6.3%
CCOC(=O)N1CCC(n2c(SCC(=O)NCc3ccccc3)nc3ccccc3c2=O)CC1	-17.5%	6.1%	-2.0%	-3.4%	i
O=C(CSc1nc2c([nH]c3ccccc32)c(=O)n1-c1ccccc1)NCC1CCCO1 (stereo not drawn)	-5.3%	-11.7%	-1.2%	5.2%	8.8%
Cc1oc(-c2ccccc2F)nc1CS(=O)(=O)CC(=O)NCCN(C)C1CCCCC1	-10.2%	-4.3%	-13.4%	1.9%	i
Cc1ccc(N(C(=O)CNC(=O)c2ccco2)C(C(=O)NC2CCCC2)c2ccncc2)c(C)c1 (stereo not drawn)	-2.4%	5.8%	5.9%	-2.1%	i
Cc1ccccc1OCc1nc2c3c(ncn2n1)-c1ccccc1CC31CCCC1	-10.4%	0.6%	12.8%	17.0%	0.3%
CCC(C)(C)n1nnnc1C(c1cc2ccc(C)cc2[nH]c1=O)N(Cc1cccnc1)Cc1ccco1 (stereo not drawn)	-3.6%	8.8%	47.8%	6.6%	i
CCN(CC(=O)Nc1ccc(OC)cc1)C(=O)c1cc(S(=O)(=O)N(C)C)ccc1N1CCCC1	10.2%	-5.7%	39.8%	-11.3%	9.8%
The listing continues:
SMILES	influenza NS1A	Salmonella PhoP GFP	tuberculosis growth	H37Rv inhibition	inhibitors of VEEV	others
CCCC1NC(=O)NC(C)=C1C(=O)OCC (stereo not drawn)	-4.1%	3.1%	-22.7%	-12.4%	i
Cc1cc(C)cc(NC(=O)COc2coc(CN3CCN(c4ccccc4)CC3)cc2=O)c1	-0.3%	-0.8%	29.5%	51.9%	1.3%
COc1ccc(OCC(=O)NCc2n[nH]c(=O)c3ccccc23)cc1	-5.6%	3.4%	-13.8%	-9.6%	i
O=[N+]([O-])c1cccc2c(N3CCCC3)ccnc12	-4.3%	26.6µM*	21.0%	5.9%	8.1%
Cc1ccc(CNC(=O)C2CC(=O)N(C3CCCC3)C2)cc1 (stereo not drawn)	-0.7%	/	-12.0%	-6.9%	2.1%
CCOc1ccccc1NC(=O)C(OC(=O)c1ccccc1)c1ccccc1 (stereo not drawn)	-6.1%	-7.7%	7.0%	-8.4%	1.9%
Cc1ccc(/C=N/NC(=O)c2cc(C)oc2C)o1	-6.4%	-0.1%	/	0.4%	2.1%
O=C(NCCc1ccccc1)C1CCC(Cn2c(=O)c3ccccc3n(Cc3cccnc3)c2=O)CC1 (stereo not drawn)	-5.7%	9.4%	17.1%	2.4%	2.6%
COc1cccc(=O)c2c(C)n(-c3ccc(C(=O)O)cc3)c(C)c12	7.0%	4.7%	1.9%	5.7%	0.1%
O=C(O)c1ccc(Cl)c(NCc2cccs2)c1	-2.1%	-11.2%	23.1%	-0.6%	i
Cc1ccc(-c2csc(NNC(=O)c3ccccc3)n2)cc1	-2.4%	-4.1%	79.1%	?	1.6%
c1ccc(COc2ccc(OCCCn3cncn3)cc2)cc1	-12.1%	-3.3%	26.8%	2.8%	2.9%
Cc1ccc(N(C(=O)c2csnn2)C(C(=O)NC(C)(C)C)c2cccnc2)cc1C (stereo not drawn)	-4.3%	3.7%	17.4%	-1.6%	0.6%
Cc1ccc(CNC(=O)CSc2ccc(-c3cccs3)nn2)cc1	-2.0%	-8.8%	27.8%	-11.7%	i
O=C(O)c1cccc(OCc2ccccc2Cl)c1	8.3%	4.1%	39.5%	6.8%	i
COC(=O)COc1ccc(C)cc1-n1nc2ccccc2n1	-3.1%	6.1%	54.4%	56.8%	0.7%
Cc1ccccc1-n1c(SCC(=O)c2cc(C)n(C)c2C)nnc1-c1ccncc1	9.8%	-14.1%	49.0%	-8.8%	7.3%
COc1cccc(NC(=O)C2CCC(CNC(=O)[C@@H]3Cc4ccccc4CN3)CC2)c1 (stereo partly drawn)	5.5%	-2.2%	18.3%	6.5%	1.6%
O=C(Nc1ncc(Cc2ccccc2)s1)C1CCCO1 (stereo not drawn)	-0.7%	-13.6%	/	-2.9%	0.2%
COc1ccc(/C(N)=N/OC(=O)c2ccc(OC)c([N+](=O)[O-])c2)cc1OC	1.5%	-5.2%	-4.1%	-0.4%	9.9%
COc1ccccc1-n1c(SCC(=O)NC2CCS(=O)(=O)C2)nc2cc([N+](=O)[O-])ccc21 (stereo not drawn)	-3.6%	-4.2%	1.1%	4.1%	2.8%
COc1cc(OC)c2c(-c3cccc(-c4ccc(O)cc4)c3)cc(=O)oc2c1	4.2%	/	/	/	6.4%
Cc1ccc(NC(=O)CC(C)S(=O)(=O)c2ccc3c(c2)NC(=O)CO3)cc1C (stereo not drawn)	-2.9%	-6.6%	-4.2%	-5.2%	1.9%
O=C(CN1C(=O)NC(c2ccccc2)(c2ccccc2)C1=O)N1CCCCC1	-6.0%	/	4.4%	3.8%	1.6%
Cc1ccc2cc(C#N)c(N3CCCN(C(=S)NCCCN(C)C)CC3)nc2c1	1.9%	-5.4%	49.9%	2.4%	?
New compounds follow
SMILES	influenza NS1A	Salmonella PhoP GFP	tuberculosis growth	H37Rv inhibition	inhibitors of VEEV	others
COc1ccc(S(=O)(=O)N(C)C[C@H]2Oc3c(NC(=O)NC4CCCCC4)cccc3C(=O)N([C@H](C)CO)C[C@@H]2C)cc1	11.4%	/	14.9%	2.2%	0.8%
CC1(C)Oc2cc3oc(=O)ccc3cc2C[C@@H]1O	6.8%	/	-6.8%	-6.2%	i	inhibitors of VEEV 10K pilot screen=0.6
CN1C(c2ccccc2)CC(=NO)CC1c1ccccc1 (stereo not drawn)	-4.8%	15.7%	i	?	1.0%
O=C(Cn1nc(-c2cccc(Cl)c2)ccc1=O)Nc1ccccc1Br	-3.1%	2.8%	7.6%	6.3%	i
C=CCNc1oc(/C=C/c2ccccc2)nc1C#N	-10.9%	-6.1%	/	/	0.2%
COc1ccc(CNC(=O)c2ccc(C)o2)cc1	-2.2%	10.6%	73.5%	-3.5%	4.9%
COc1ccc(Cn2c(=O)[nH]c3cc(C(=O)N4CCN(c5ccccc5)CC4)ccc3c2=O)cc1	-6.0%	8.7%	9.6%	5.3%	1.1%
C=CCOC(=O)/C(=C\c1ccccc1)NC(=O)c1ccc(C)cc1	-1.7%	-7.7%	54.4%	24.8%	i
CC(C)(C)c1ccc(OCCCNCc2ccccc2)cc1	19.7%	18.6%	?	60.0%	i
CC(C)(C)NC(=O)COC(=O)c1cc(S(=O)(=O)N2CCCCC2)ccc1N1CCOCC1	10.6%	-0.1%	7.0%	-4.9%	0.2%
Cc1cc(C(C)c2ccccc2)c(O)c(CN2CCOCC2)c1C (stereo not drawn)	4.2%	6.3%	-4.9%	1.9%	1.5%
CC1CC(C)CN(C(=O)c2cccc3c2-c2ccccc2C3=O)C1 (stereo not drawn)	-15.0%	11.8%	1.3%	-8.8%	0.7%
CN(C(=S)Nc1ccc(F)cc1)C1(c2ccccc2Cl)CCCCC1=O (stereo not drawn)	-0.6%	-0.9%	23.7%	-2.2%	i	inhibitors of VEEV 10K pilot screen=2.3
CCOc1ccc(C2(C)NC(=O)N(CCN(C)C)C2=O)cc1 (stereo not drawn)	-4.9%	-3.3%	4.8%	1.1%	0.2%
C[C@]12CCC3C(CC[C@H]4[C@H](O)[C@H](O)CC[C@]34C)C1CCC2=O (stereo partly drawn)	-20.7%	/	/	/	6.2%
COc1ccc(Cl)cc1NC(=O)c1cc(-c2ccco2)on1	-2.2%	4.8%	-8.7%	1.6%	0.8%
O=C(NC(=S)Nc1ccc(S(=O)(=O)N2CCCC2)cc1)C1CC1	6.8%	-1.8%	14.9%	-8.3%	3.9%
CN(C)C(CNC(=O)c1cccnc1Sc1ccccc1)c1ccco1 (stereo not drawn)	2.6%	-2.0%	0.4%	-11.7%	i
CCN(CC)S(=O)(=O)c1ccc(C)c(NC(=S)N2CCN(C/C=C/c3ccccc3)CC2)c1	-10.8%	7.5%	25.2%	-2.2%	4.8%
Cc1cc(=O)[nH]c(N/N=C/c2cccc([N+](=O)[O-])c2)n1	/	-8.7%	2.2%	-5.2%	/
CCOC(=O)C1CCCN(CCC(=O)Nc2ccc(Br)cc2)C1 (stereo not drawn)	-2.2%	-1.1%	7.5%	-2.0%	1.1%
CCONC(=NC)c1nonc1N	13.0%	-3.1%	-2.7%	-6.9%	0.3%
C/C(CCC1CC(C)(C)OC1=O)=N\NC(N)=S (stereo not drawn)	-19.2%	2.4%	9.9%	-21.4%	i
Cc1onc(-c2c(F)cccc2Cl)c1C(=O)N1C=CC(C(F)(F)F)=NCC1	-2.4%	4.8%	-12.4%	-1.1%	0.6%
